aDG glyco act – activators of alpha-DG glycosylation, primary screen, uHTS, Pro5-aDG cells, AlphaScreen. activation, % at 10 µM. alpha-DG glycosylation AlphaScreen (IIH6); 0% Pro5, 100% B10-LARGE cell signal. AID 624168, 2012. 360,000 compounds, 0.22% hits;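 active = activation of at least 8% versus controls, or a plate z-score of at least 8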;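 note: Pro5 are CHO cells carrying HIG-tagged alpha-DG that lacks glycosylation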
NR2E3 ag-1 – inhibitors of NR2E3-RetCOR corepressor binding, primary screen, NR2E3 agonist project, biochemical, TR-FRET, GST-NR2E3, biotin-RetCOR; Photoreceptor-specific nuclear receptor (Homo sapiens), Q9Y5X4; 1536-well; inhibition of corepressor binding, % at 4.78 µM; 320,000 compounds, 0.12% hits; AID 2300, 2010;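 active = percent inhibition above the cutoff of mean plus 3 SD of all tested compounds, set per screening campaign, cut at about 20% in these data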;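 note: 0% = DMSO wells and 100% = biotin wells as full block of FRET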
Target sequence (Q9Y5X4 whole entry, looked up): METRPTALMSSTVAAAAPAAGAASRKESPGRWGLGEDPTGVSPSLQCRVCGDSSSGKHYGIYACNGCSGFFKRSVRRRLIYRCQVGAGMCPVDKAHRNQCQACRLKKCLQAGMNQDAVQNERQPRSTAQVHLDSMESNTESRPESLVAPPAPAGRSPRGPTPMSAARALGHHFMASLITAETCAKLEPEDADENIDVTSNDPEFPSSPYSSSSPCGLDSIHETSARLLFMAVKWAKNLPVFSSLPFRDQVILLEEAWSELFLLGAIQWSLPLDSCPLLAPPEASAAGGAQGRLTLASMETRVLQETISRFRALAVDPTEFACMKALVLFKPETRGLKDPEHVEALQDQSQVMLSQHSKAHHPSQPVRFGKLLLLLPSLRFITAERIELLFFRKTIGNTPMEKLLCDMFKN
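Material: NR2E3–RetCOR corepressor complex / Amount: 1.35 nM GST-NR2E3 / Medium: Tris pH 7.5 / Compound: single nominal compound dose of 4.8 µM / Incubation: 5 h at 4 °C / Technique: TR-FRET, Eu(K)-anti-GST donor, streptavidin-D2 acceptor, ex 340, em 617/671 nm / Read-out basis: percent loss of FRET ratio relative to control wells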
Peg3 promoter – Peg3 promoter-driven luciferase inhibitors, primary screen, cell-based, HeLa, luciferase luminescence; 360,000 compounds, 1.7% hits; inhibition, % at 20 µM; AID 588405, 2011; HeLa PEG-Prom luciferase reporter, overnight;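 active = inhibition of at least 50% at 20 µM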
CF NFkB block – inhibitors of PAF-induced NF-kB signaling, primary screen, cell-based, GFP fluorescence, uHTS; AID 588850, 2011; 360,000 compounds, 0.86% hits; KKLEB NF-kB-GFP reporter, GFP fluorescence overnight; inhibition, % at 5 µM;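 active = at least 50% inhibition at 5 µM, scaled per plate between neutral and stimulator controls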;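 note: PAF is a Pseudomonas aeruginosa culture filtrate used as stimulus; plate controls were PAF-stimulated DMSO wells for no effect and unstimulated DMSO wells for full effect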
TWEAK Fn14 block – inhibitors of TWEAK-Fn14 signaling, primary screen, luciferase reporter cells, uHTS | TWEAK-stimulated Fn14 reporter cells, luciferase luminescence, 8 h | inhibition, % at 10 µM | 360,000 compounds, 2% hits; in the data active = inhibition above about 50%
KKLEB tox – cytotoxicity in KKLEB CF airway cells, primary screen, cytotoxicity control for CF NF-kB inhibitor project, cell-based, uHTS, fluorescence assay plates; AID 602141, 2011; 360,000 compounds, 0.36% hits; KKLEB CF airway cells viability, ATPlite luminescence, overnight; active compounds read low; cells stimulated with P. aeruginosa culture filtrate; activity change (cytotoxicity), % at 5 µM;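 active = corrected activity change at or below -50% at 5 µM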
NR2E3 ag-2 – NR2E3 agonists in two-hybrid cells, primary screen, cell-based, luminescence, CHO-S, Gal4-NCOR/VP16-NR2E3. AID 602229, 2012. luciferase. 360,000 compounds, 0.35% hits. inhibition of corepressor binding, % at 3.98 µM;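 active = inhibition above the mean of all tested compounds plus 3 SD, cut at about 70% in these data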;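 note: 0% = DMSO with NR2E3 transfected cells and 100% = cells lacking NR2E3 construct; higher means lower luciferase signal from less NR2E3 corepressor binding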
Shn3 3UTR inh – reduction of Shn3 3'UTR firefly luciferase signal, primary screen, Schnurri-3 inhibitor project, cell-based, Clone20 osteoblasts, set 2 | Clone20 osteoblast Shn3 3'UTR firefly luciferase, 24 h | inhibition, % at 12.5 µM | 360,000 compounds, 0.52% hits;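 active = mean inhibition of at least 75% with every replicate also reaching 75%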;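 note: 0% = median of neutral control wells and 100% = pilot-screen positive control compound; some compounds past the cut are filed as inactive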
HIF-2a block – HIF-2a reporter inhibitors, primary screen, luminescence, 786-0 RCC cells; AID 624352, 2012; 786-0 RCC cells HIF-2a reporter, luciferase luminescence, overnight; 360,000 compounds, 0.72% hits; inhibition, % at 18.8 µM;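 active = inhibition of the luminescence signal of 40% or more relative to plate controls, in a single-dose primary screen at 18.75 µM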
hiPSC survival – enhancers of single-cell hiPSC survival, primary screen, ATPlite luminescence | 100% = ROCK inhibitor wells, 0% = DMSO | AID 602274, 2012 | 360,000 compounds, 0.044% hits | survival enhancement, % at 20 µM; in the data active = survival enhancement above about 18%;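 note: cells exposed to compounds for 16 hours before the ATP read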
MITF TRPM1 inh – inhibitors of MITF-dependent TRPM1 promoter reporter, primary screen, cell-based, SK-MEL-5, single point, luciferase; SK-MEL-5 TRPM1 promoter luciferase, 24 h; inhibition, % at 12.5 µM; 330,000 compounds, 0.83% hits; AID 488899, 2010;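 active = mean inhibition across replicates of 60% or more, whatever share of single replicates reaches that level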; note: values of inactives mirror those of a sister screen read the other way
Numbers without * were called inactive.

For CCOC(=O)C1(C)CCN1C(=O)c1ccc2c(c1)CCO2 (stereo not given) the results were aDG glyco act 0.1, Peg3 promoter -4, CF NFkB block 11, TWEAK Fn14 block -8, KKLEB tox -8, NR2E3 ag-2 -21, Shn3 3UTR inh -3, HIF-2a block -8 and hiPSC survival 0.3.
`CCOCCCNC(=O)C(c1ccc(C)cc1)N(Cc1ccc2c(c1)OCO2)C(=O)c1cnccn1` (stereo not given) gave aDG glyco act 0.0, NR2E3 ag-1 3, Peg3 promoter 10, CF NFkB block -11, TWEAK Fn14 block -16, KKLEB tox 12, NR2E3 ag-2 -2, Shn3 3UTR inh -5, HIF-2a block 14, hiPSC survival -0.6 and MITF TRPM1 inh -4.
Cc1ccccc1Oc1nc2c(C)cccn2c(=O)c1/C=C(\C#N)C(=O)NC1CCS(=O)(=O)C1 (stereo not given) was read as aDG glyco act 0.1, NR2E3 ag-1 -1, Peg3 promoter 4, CF NFkB block -8, TWEAK Fn14 block -5, KKLEB tox 4, NR2E3 ag-2 -3, Shn3 3UTR inh -2, HIF-2a block 27, hiPSC survival -0.3 and MITF TRPM1 inh 18.
Screening CC(C)CN(C(=O)c1ccc2c(c1)OCO2)C1CCS(=O)(=O)C1 (stereo not given) returned aDG glyco act 0.2, NR2E3 ag-1 0, Peg3 promoter -15, CF NFkB block 22, TWEAK Fn14 block -7, KKLEB tox -10, NR2E3 ag-2 -31, Shn3 3UTR inh 4, HIF-2a block 24, hiPSC survival 0.0 and MITF TRPM1 inh -6.
CCOC(=O)C(CC)Sc1nnc2n1C(C)(C)Cc1ccccc1-2 (stereo not given) was read as aDG glyco act 0.2, NR2E3 ag-1 -1, Peg3 promoter -8, CF NFkB block 0, TWEAK Fn14 block 6, KKLEB tox -4, NR2E3 ag-2 -15, Shn3 3UTR inh 3, HIF-2a block 0, hiPSC survival -4.0 and MITF TRPM1 inh 1.
`O=c1c(Cc2ccc(F)cc2)c(O)ccn1CCCn1ccnc1` gave aDG glyco act -0.2, NR2E3 ag-1 0, Peg3 promoter 3, CF NFkB block 8, TWEAK Fn14 block -18, KKLEB tox -4, NR2E3 ag-2 -13, Shn3 3UTR inh -12, HIF-2a block -1, hiPSC survival 1.0 and MITF TRPM1 inh 18.
Screening COc1ccc2nc(NC(=O)CNS(=O)(=O)c3cccs3)sc2c1 returned aDG glyco act 0.1, NR2E3 ag-1 1, Peg3 promoter -13, CF NFkB block -2, TWEAK Fn14 block 4, KKLEB tox 3, NR2E3 ag-2 -8, Shn3 3UTR inh -20, HIF-2a block -13, hiPSC survival 1.4 and MITF TRPM1 inh -4.
`CCOc1ccccc1NC(=O)c1nnn(-c2ccc3c(c2)OCCO3)c1N` gave aDG glyco act 0.0, NR2E3 ag-1 0, Peg3 promoter -71, CF NFkB block -18, TWEAK Fn14 block 28, KKLEB tox 2, NR2E3 ag-2 -83, Shn3 3UTR inh -15, HIF-2a block -105, hiPSC survival 0.2 and MITF TRPM1 inh -32.
CC(C)C(OC(=O)c1ccco1)C(=O)NCc1cccs1 (stereo not given) was read as aDG glyco act 0.1, NR2E3 ag-1 -1, Peg3 promoter 10, CF NFkB block 13, TWEAK Fn14 block 7, KKLEB tox -6, NR2E3 ag-2 2, Shn3 3UTR inh -9, HIF-2a block 8, hiPSC survival -2.2 and MITF TRPM1 inh -7.
For O=c1[nH]c2ccc(NCc3ccc(OCc4ccccc4Cl)cc3)cc2[nH]1 the results were aDG glyco act 0.1, Peg3 promoter -160, CF NFkB block -6, TWEAK Fn14 block 18, KKLEB tox 18, NR2E3 ag-2 -99, Shn3 3UTR inh 15, HIF-2a block -26, hiPSC survival -0.5 and MITF TRPM1 inh -78.
For N#Cc1c(-c2ccc(Cl)cc2)c2c([nH]c1=O)-c1ccccc1OC2 the results were aDG glyco act 0.0, NR2E3 ag-1 0, Peg3 promoter 13, CF NFkB block 12, TWEAK Fn14 block 15, KKLEB tox -1, NR2E3 ag-2 -24, Shn3 3UTR inh 4, HIF-2a block 10, hiPSC survival -0.5 and MITF TRPM1 inh 14.
Cc1ccc2c(c1)N(S(=O)(=O)c1cc(-c3onc(C)c3C)ccc1C)CCO2 was read as aDG glyco act -0.1, NR2E3 ag-1 -3, Peg3 promoter 30, CF NFkB block 13, TWEAK Fn14 block 25, KKLEB tox -3, NR2E3 ag-2 -17, Shn3 3UTR inh 21, HIF-2a block 22, hiPSC survival 1.5 and MITF TRPM1 inh 17.
Cc1nnc(SCC(=O)c2c(N)n(C3CC3)c(=O)[nH]c2=O)n1C was read as aDG glyco act -0.1, Peg3 promoter 10, CF NFkB block -11, TWEAK Fn14 block -5, KKLEB tox 8, NR2E3 ag-2 9, Shn3 3UTR inh -5, HIF-2a block 14, hiPSC survival -1.7 and MITF TRPM1 inh -4.
For O=S(=O)(NCc1ccco1)c1ccc(Cl)cc1Cl the results were aDG glyco act -0.1, NR2E3 ag-1 3, Peg3 promoter -1, CF NFkB block 2, TWEAK Fn14 block 3, KKLEB tox 0, NR2E3 ag-2 -54, Shn3 3UTR inh 8, HIF-2a block -19, hiPSC survival 0.5 and MITF TRPM1 inh -7.
`CCOC(=O)c1cc(S(=O)(=O)NC2CCC(C)CC2)cn1C` (stereo not given) gave aDG glyco act -0.1, NR2E3 ag-1 1, Peg3 promoter 6, CF NFkB block -6, TWEAK Fn14 block -1, KKLEB tox 7, NR2E3 ag-2 18, Shn3 3UTR inh -11, HIF-2a block 4, hiPSC survival 0.0 and MITF TRPM1 inh -2.
Cc1ccc(C)c(N2CCN(C(=O)CCC(=O)Nc3nnc(CC(C)C)s3)CC2)c1 was read as aDG glyco act 0.4, NR2E3 ag-1 1, Peg3 promoter 13, CF NFkB block 10, TWEAK Fn14 block 39, KKLEB tox -6, NR2E3 ag-2 3, Shn3 3UTR inh 7, HIF-2a block 5, hiPSC survival -0.4 and MITF TRPM1 inh 0.
Screening O=C(N/N=C/c1cccc(O)c1)c1ccc(-n2cnnn2)cc1 returned aDG glyco act -0.3, Peg3 promoter 3, CF NFkB block 3, TWEAK Fn14 block -6, KKLEB tox 12, NR2E3 ag-2 12, Shn3 3UTR inh -1, HIF-2a block 19, hiPSC survival 0.6 and MITF TRPM1 inh 1.
Screening Cc1cc(NC(=O)CSc2nc3ccccc3c(=O)n2CCCC(=O)NCc2ccccc2)n[nH]1 returned aDG glyco act -0.1, NR2E3 ag-1 -1, Peg3 promoter 23, CF NFkB block 21, TWEAK Fn14 block 1, KKLEB tox -12, NR2E3 ag-2 -1, Shn3 3UTR inh -24, HIF-2a block 6, hiPSC survival -4.2 and MITF TRPM1 inh 3.
Screening Cc1ccc(OCC(=O)N(Cc2cccc(Cl)c2)C2CCS(=O)(=O)C2)cc1C (stereo not given) returned aDG glyco act 0.4, NR2E3 ag-1 0, Peg3 promoter 3, CF NFkB block -15, TWEAK Fn14 block -1, KKLEB tox -3, NR2E3 ag-2 -13, Shn3 3UTR inh 14, HIF-2a block 18, hiPSC survival -0.5 and MITF TRPM1 inh -18.
`CC(C)n1cc(CN2CCC(C(=O)Nc3cccc(-c4cscn4)c3)CC2)cn1` gave aDG glyco act -0.1, NR2E3 ag-1 4, Peg3 promoter -2, CF NFkB block 12, TWEAK Fn14 block -17, KKLEB tox -2, NR2E3 ag-2 -1, Shn3 3UTR inh 2, HIF-2a block 6, hiPSC survival 0.5 and MITF TRPM1 inh 12.
`CCCC(=O)N(CCc1ccccc1)Cc1nc2ccccc2c(=O)[nH]1` gave aDG glyco act 0.2, NR2E3 ag-1 1, Peg3 promoter 26, CF NFkB block 7, TWEAK Fn14 block 8, KKLEB tox -12, NR2E3 ag-2 -11, Shn3 3UTR inh 11, HIF-2a block 24, hiPSC survival -1.3 and MITF TRPM1 inh 7.
Screening CCN(CC(=O)NCc1ccc(F)cc1)C(=O)/C=C/c1ccc(OC)c(S(=O)(=O)NC(C)C)c1 returned aDG glyco act 0.0, NR2E3 ag-1 -2, Peg3 promoter 10, CF NFkB block 13, TWEAK Fn14 block 48, KKLEB tox -6, NR2E3 ag-2 -20, Shn3 3UTR inh 0, HIF-2a block 19, hiPSC survival 0.4 and MITF TRPM1 inh 36.
O=C(COC(=O)c1ccccc1C(=O)N1CCN(c2ccccc2)CC1)Nc1ccccc1 was read as aDG glyco act -0.2, NR2E3 ag-1 -1, Peg3 promoter 20, CF NFkB block -10, TWEAK Fn14 block 13, KKLEB tox -6, NR2E3 ag-2 -9, Shn3 3UTR inh 9, HIF-2a block 4, hiPSC survival 1.2 and MITF TRPM1 inh -1.
Screening COc1ccc(C(=O)NC(CC(=O)O)c2cc([N+](=O)[O-])ccc2Cl)c(SC)c1 (stereo not given) returned aDG glyco act 0.0, NR2E3 ag-1 3, Peg3 promoter 5, CF NFkB block 1, TWEAK Fn14 block 3, KKLEB tox 4, NR2E3 ag-2 19, Shn3 3UTR inh -17, HIF-2a block -4, hiPSC survival -0.6 and MITF TRPM1 inh 3.
`COc1cc(OC)c(NC(=O)Cn2cnc3sc(C)c(S(=O)(=O)N4CCOCC4)c3c2=O)cc1Cl` gave aDG glyco act 0.0, NR2E3 ag-1 0, Peg3 promoter -1, CF NFkB block 1, TWEAK Fn14 block 5, KKLEB tox -10, NR2E3 ag-2 4, Shn3 3UTR inh -6, HIF-2a block 11, hiPSC survival 0.5 and MITF TRPM1 inh 28.
C=CCNc1nc(N(c2ccccc2)c2ccccc2)nc(-n2ccnc2)n1 was read as aDG glyco act 1.0, NR2E3 ag-1 3, Peg3 promoter 24, CF NFkB block 17, TWEAK Fn14 block 8, KKLEB tox -18, NR2E3 ag-2 1, Shn3 3UTR inh 14, HIF-2a block 13, hiPSC survival -0.5 and MITF TRPM1 inh 9.
For Cc1ccc(C(=O)NCC(=O)OCC(=O)Nc2ccccc2[N+](=O)[O-])cc1 the results were aDG glyco act -0.2, NR2E3 ag-1 2, Peg3 promoter 2, CF NFkB block -12, TWEAK Fn14 block 11, KKLEB tox 16, NR2E3 ag-2 7, Shn3 3UTR inh 6, HIF-2a block 6, hiPSC survival 1.7 and MITF TRPM1 inh 1.
CCc1nc2cccnc2n1-c1ccc(CC(=O)O)cc1 was read as aDG glyco act -0.2, NR2E3 ag-1 4, Peg3 promoter 9, CF NFkB block -10, TWEAK Fn14 block 0, KKLEB tox -8, NR2E3 ag-2 -35, Shn3 3UTR inh 9, HIF-2a block 15, hiPSC survival 0.2 and MITF TRPM1 inh 1.

Screens from PubChem BioAssay.
